# Assay outcomes: PubChem BioAssay, several laboratories
# TbHK1 inh = blocks Trypanosoma brucei hexokinase 1 activity. recombinant TbHK1, G6PDH-coupled NADH A340. inhibition, % at 10 µM. hit rate 0.11% among 220,000;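 active = inhibition of 50% or more in the single-dose primary screen; inactive = inhibition below 50%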
# Wee1 stabilizer = blocks degradation of human Wee1 kinase; P30291; HeLa Luc-Wee1K328M stability, luciferase luminescence; 100% = proteasome inhibitor MG132 effect; reporter increase, % at 5 µM; hit rate 1.2% among 220,000;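 active = activation above the mean of all tested compounds plus 3 SD, set per screening run, cut at about 8.8% in these data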;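 note: cells exposed to compound for 20 h before luminescence read; 0% = DMSO alone and 100% = MG132 at 30 µM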
# PGE2 EP2 inh = blocks the human prostaglandin E2 receptor EP2 | hit rate 0.52% among 260,000 | AID 1422 | C6 glioma cells expressing human EP2, cAMP TR-FRET; cells stimulated with saturating PGE2 | inhibition, % at 25 µM;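 active = percent inhibition above 40 after rounding to a whole number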;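 note: rat C6 glioma host cells with rolipram phosphodiesterase inhibitor present; the protocol text gives 20 µM as final concentration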
# Target sequence (P43116 whole entry, looked up): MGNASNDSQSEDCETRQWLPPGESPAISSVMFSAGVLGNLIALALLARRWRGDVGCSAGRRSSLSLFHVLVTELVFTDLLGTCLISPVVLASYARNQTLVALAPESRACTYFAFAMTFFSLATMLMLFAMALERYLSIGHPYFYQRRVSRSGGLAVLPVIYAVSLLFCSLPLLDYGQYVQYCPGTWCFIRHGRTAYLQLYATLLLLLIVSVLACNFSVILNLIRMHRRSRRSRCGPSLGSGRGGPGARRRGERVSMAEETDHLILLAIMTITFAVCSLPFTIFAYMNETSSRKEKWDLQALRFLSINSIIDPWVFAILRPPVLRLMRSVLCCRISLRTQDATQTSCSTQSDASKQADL
# FXIa inh 1536 = inhibitors of human coagulation factor XIa. AID 798. inhibition, % at 5 µM. hit rate 0.14% among 220,000. purified FXIa, Boc-Glu-Ala-Arg-AMC fluorogenic substrate. P03951;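 active = inhibition of at least 40%; inactive = inhibition below 40%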;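 note: fluorescence of freed AMC excited at 355 nm; 0% = enzyme without compound and 100% = no enzyme blank; many of its hits are not listed in these tables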
# Target sequence (P03951 19-387 limits assumed): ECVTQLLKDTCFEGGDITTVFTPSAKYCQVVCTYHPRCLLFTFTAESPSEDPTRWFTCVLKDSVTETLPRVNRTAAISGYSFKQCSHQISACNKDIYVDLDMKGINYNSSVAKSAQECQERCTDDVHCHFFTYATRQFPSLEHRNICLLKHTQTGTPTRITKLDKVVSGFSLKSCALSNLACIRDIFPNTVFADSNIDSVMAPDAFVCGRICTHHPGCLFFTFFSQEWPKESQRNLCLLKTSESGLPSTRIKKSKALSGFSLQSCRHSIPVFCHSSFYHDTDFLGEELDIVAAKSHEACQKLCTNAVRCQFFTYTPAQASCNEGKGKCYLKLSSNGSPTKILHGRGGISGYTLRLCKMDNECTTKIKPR
# Target sequence (P03951 388-625 limits assumed): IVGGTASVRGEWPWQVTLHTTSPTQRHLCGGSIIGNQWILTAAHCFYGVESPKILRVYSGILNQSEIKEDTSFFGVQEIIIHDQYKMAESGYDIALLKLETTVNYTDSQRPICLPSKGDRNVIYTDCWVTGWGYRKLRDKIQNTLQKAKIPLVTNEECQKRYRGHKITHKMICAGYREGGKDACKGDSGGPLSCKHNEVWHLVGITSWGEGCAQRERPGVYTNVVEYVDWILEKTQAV
# CHOP inhibitor = inhibitors of CHOP induction in ER stress response. CHO-K1 CHOP-promoter luciferase, tunicamycin-induced, 15-18 h. inhibition, % at 10 µM. hit rate 3.8% among 220,000. AID 2732;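 active = compounds that reduced the stress-induced luciferase reporter signal by more than about 70% of percent inhibition, limit read from the data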;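 note: 0% = tunicamycin plus vehicle and 100% = wells without tunicamycin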
# L929 necroptosis = blocks zVAD induced death of L929 cells | L929 zVAD necroptosis rescue, ATP luminescence, 24 h; with zVAD 60 µM | viability rescue, % at 10 µM | hit rate 0.38% among 220,000;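 active = activation, scaled between plate controls, above about 75%, limit read from the data; inactive = activation under that limit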;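 note: 0% = zVAD with DMSO and 100% = DMSO alone without zVAD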
# TNF death inh = blocks TNF-alpha induced death of Jurkat FADD-/- cells; Jurkat FADD-/- TNF necroptosis rescue, ATP luminescence, 24 h; 0 = TNF only, 100 = no-TNF cells; activation (protection from cell death), % at 10 µM; hit rate 0.068% among 220,000; AID 463075;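 active = activation, meaning protection from cell death, of at least 50% relative to plate controls; inactive = activation below 50%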;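 note: necroptosis triggered by 40 ng/mL TNF-alpha added together with compound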
# FXIIa inh = blocks human coagulation factor XIIa protease activity; purified FXIIa, Boc-QGR-AMC fluorogenic substrate, 2 h; AID 800; inhibition, % at 5 µM; hit rate 0.3% among 220,000; in the data active = inhibition above about 40%;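 note: 0% = enzyme with no compound and 100% = blank without enzyme; many of its hits are not listed in these tables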
# PPC-1+TRAIL kill = PPC-1 cancer cell killing with TRAIL present; PPC-1 cells + TRAIL, ATPLite viability luminescence; cell killing (% activity), % at 4 µM; hit rate 0.41% among 220,000; AID 1443;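 active = cell killing above 50% in the first pass at 4 µM, then a duplicate retest at 5 µM averaging 50% or more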;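 note: plate controls were cells with TRAIL plus DMSO for no effect and medium-only wells lacking cells for full effect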
# Starred values were filed as active, the others as inactive; x = no result given.
SMILES,TbHK1 inh,Wee1 stabilizer,PGE2 EP2 inh,FXIa inh 1536,CHOP inhibitor,L929 necroptosis,TNF death inh,FXIIa inh,PPC-1+TRAIL kill
CCOc1ccc(NC(=O)NC(C)CC)cc1 (stereo not given),0.1,0.4,10.6,-6.0,9.5,25.0,1.2,2.0,4.5
O=C(NCc1cccnc1)c1cc2ccccc2oc1=O,-23.6,-2.4,6.8,-10.2,-13.2,-0.6,0.0,7.9,-6.1
CS(=O)(=O)N(CC(=O)N1CCC(C(N)=O)CC1)c1cc(C(F)(F)F)ccc1Cl,-2.6,1.9,7.7,-3.9,-12.4,2.6,0.1,6.7,-9.2
COc1cccc(-c2cc(C(F)(F)F)n3nc(C(=O)Nc4c(C)n(C)n(-c5ccccc5)c4=O)cc3n2)c1,-4.5,2.9,6.6,-4.2,21.5,0.4,-0.1,-7.6,-2.1
COc1ccc(Cl)cc1NC(=S)NCCc1c[nH]c2ccccc12,-0.2,-2.9,16.5,10.0,-3.0,0.0,-16.4,13.1,6.0
CC(=O)Nc1ccc(N(C(=O)Cc2c[nH]c3ccccc23)C(C(=O)NC2CCCCC2)c2ccco2)cc1 (stereo not given),29.9,0.8,5.5,10.9,0.1,0.9,0.3,13.0,9.7
Cc1cc(C)cc(NC(=O)Cn2c(=O)oc3cc(S(=O)(=O)N4CC(C)CC(C)C4)ccc32)c1 (stereo not given),-5.5,0.0,9.8,-4.8,82.7*,1.4,-1.0,2.0,-0.9
COc1ccc(/C=N/n2c(-c3n[nH]c4c3CCC4)n[nH]c2=S)cc1,-10.8,-2.2,5.1,-2.2,-8.0,0.2,0.0,3.1,6.0
COc1ccc(S(=O)(=O)N2C(=O)/C(=C3\SC(N)=NC3=O)c3ccccc32)cc1,-18.0,-0.9,18.7,7.4,4.2,0.8,-4.3,16.2,13.1
Cc1ccc(NC(=O)NN2CCOCC2)cc1,-10.9,-0.6,3.2,3.4,10.0,0.9,1.7,8.0,-4.6
COC(=O)CC1=C(C(=O)OC)C(c2ccc3c(c2)OCO3)C(C#N)=C(N)O1 (stereo not given),-21.3,0.7,4.7,-0.4,-2.3,-0.2,3.3,1.9,-1.9
COc1ccc(-c2nc(CN3CCN(c4ncnc5ccccc45)CC3)c(C)o2)c(OC)c1,-20.2,-1.9,3.0,-1.4,59.1,0.7,-10.6,6.8,15.6
O=C(c1ccco1)N1CCN(c2nnc(-c3ccccc3)c3ccccc23)CC1,-17.9,7.2,1.1,3.5,-1.4,0.5,-2.9,-0.5,11.6
Cc1ccc(NC(=S)NNC(=O)c2nn(C)c(C)c2Cl)cc1,-3.7,5.2,x,-3.3,-22.1,0.0,-2.1,-3.5,16.5
Cc1ccc2c(c1)-c1c(cnn1CC(=O)O)CO2,-2.0,-0.8,8.9,2.6,8.7,2.9,0.1,-4.5,20.8

# Only PPC-1+TRAIL kill, FXIIa inh and TNF death inh, for 2 of the compounds above:
structure,PPC-1+TRAIL kill,FXIIa inh,TNF death inh
CCOc1ccc(NC(=O)NC(C)CC)cc1 (stereo not given),4.5,2.0,1.2
O=C(NCc1cccnc1)c1cc2ccccc2oc1=O,-6.1,7.9,0.0

# Other results.
SMILES,TbHK1 inh,Wee1 stabilizer,PGE2 EP2 inh,FXIa inh 1536,CHOP inhibitor,L929 necroptosis,TNF death inh,FXIIa inh,PPC-1+TRAIL kill
COc1ccccc1C(=O)N(NC(=O)Oc1ccccc1)C(C)(C)C,7.1,-3.7,7.0,0.7,21.4,-0.2,1.6,9.4,17.3
CCc1ccc(NC(=S)N2CCN(c3cccc(C(F)(F)F)c3)CC2)cc1,-12.4,4.1,8.6,-12.1,56.7,0.1,-3.9,-7.7,10.1
COc1cccc(C2Nc3c(F)cc(Br)cc3C3C=CCC32)c1OC (stereo not given),-0.3,-2.2,12.5,5.3,38.7,0.5,-0.6,10.4,-1.0
CS(=O)(=O)N1CCN(c2ccc([N+](=O)[O-])cc2F)CC1,-19.9,-4.2,2.2,-3.9,4.4,-0.3,1.7,1.0,13.0
O=C(CSc1ccc(Cl)cc1)Nc1ccccc1Oc1ccccc1,4.0,0.2,2.0,6.4,20.9,0.7,1.1,11.3,-2.0
CN(c1ccccc1C(=O)Nc1ccc(F)c(Cl)c1)S(C)(=O)=O,-6.3,2.7,18.4,-3.3,32.7,2.4,0.8,10.2,16.0
Cc1cc(-c2c(C)[nH]n(-c3ccc(Cl)cc3)c2=O)n(-c2ccccc2)n1,2.3,-1.1,11.5,-1.5,-17.6,0.0,-3.1,9.2,15.2
CCOC(=O)N1CCN(c2c(NCCN(C)Cc3ccccc3)c(=O)c2=O)CC1,-2.4,-0.5,10.0,-8.4,32.2,2.5,1.4,-8.1,9.3
COc1ccc2oc(=Nc3ccccc3)c(-c3nc4ccccc4[nH]3)cc2c1,-22.9,5.1,8.2,-0.7,85.6*,0.7,2.3,6.3,60.6*
COc1cccc2cc(C(=O)Nc3cccnc3N3CCOCC3)c(=O)oc12,-32.9,-0.9,7.9,8.0,45.5,0.1,-3.2,12.3,18.5
Cc1ccc(S(=O)(=O)n2nccc2-c2c(-c3ccccc3)noc2C)cc1,-0.8,1.1,6.8,4.3,20.6,0.4,-5.2,12.5,21.8
CCOCCCNC(=O)C(c1ccccc1)N(Cc1ccc2c(c1)OCO2)C(=O)CNC(C)=O (stereo not given),-0.4,-2.2,4.6,-7.4,19.7,-0.1,-1.5,-3.1,17.4
CCOc1ccccc1C(=O)NC(C(=O)NCc1ccccc1OC)C(C)C (stereo not given),1.4,-1.3,9.4,0.9,18.1,-1.1,0.3,5.2,-8.1
CCOC(=O)C1(CC2CCCCO2)CCN(S(=O)(=O)c2c(C)nn(C)c2C)CC1 (stereo not given),-0.9,0.1,7.2,-3.1,-22.4,16.0,-0.3,6.8,27.0
CCn1c(=N)n(CC(O)c2ccco2)c2ccccc21 (stereo not given),3.0,-0.1,7.4,-20.1,-12.2,-0.4,0.4,6.3,27.6
Cn1c(=O)cc(OCCCC(=O)NCCC2=CCCCC2)c2ccccc21,-1.9,2.1,16.1,0.8,9.7,49.3,-4.2,10.1,6.3
O=C(Cn1nc(Cc2cccnc2)c2ccccc2c1=O)NCC1COc2ccccc2O1 (stereo not given),-10.7,-0.7,11.2,15.3,13.1,-0.5,0.0,16.8,12.8
COC(=O)c1sc2ccccc2c1-n1cccc1C(=O)C(=O)Nc1ccc(OC)cc1,-17.4,-2.3,10.1,-3.6,14.3,0.0,-0.8,9.1,32.3
CCOC(=O)CSc1nc(Cc2ccccc2)nc2ccccc12,-3.9,1.1,10.1,2.2,-18.1,33.3,-0.2,9.8,6.8
COC(=O)N/N=C/c1cn(Cc2c(Cl)cccc2Cl)c2ccccc12,-3.2,4.0,13.0,6.1,26.1,0.2,-3.6,9.9,7.6
O=c1[nH]c(SCc2cccc(Cl)c2)nc2c1CCCC2,3.4,0.2,9.2,0.3,59.5,0.0,-2.3,4.7,4.5
C=CCN1C(=O)C(CC(=O)Nc2ccccc2)SC1=Nc1ccc(S(N)(=O)=O)cc1 (stereo not given),5.3,-4.2,16.5,5.9,-15.6,-0.2,-0.6,16.6,16.5
CC(C)CC(=O)NC(=S)Nc1cc(C(F)(F)F)ccc1N1CCOCC1,-1.0,1.4,12.5,0.0,64.4,-0.1,3.2,12.6,-7.1
COc1ccc(C(=O)c2ccc(N3CCOCC3)cc2)c(OC)c1,-35.0,1.3,14.5,2.6,41.8,1.9,-1.0,13.3,-11.1
O=C(CNC(=O)c1ccco1)OCC(=O)c1ccccc1,-6.4,0.9,x,11.1,6.3,-0.1,-2.1,14.8,13.3
C=CCSC1=N/C(=C/c2ccsc2)C(=O)N1c1ccccc1,-4.5,8.2,3.6,14.1,51.0,0.9,1.5,11.2,-8.2
CC(=O)c1c(C)nc(-c2ccccc2)n1O,-10.3,-1.1,4.0,-3.1,3.7,0.4,-0.5,4.2,9.6
CCOC(=O)C1C(c2ccc3c(c2)OCO3)NC(=O)NC1(O)C(F)(F)F (stereo not given),-3.4,0.9,8.7,3.2,-10.3,0.7,0.6,12.5,4.1
O=C(Cc1ccccc1)N1CCc2ccccc21,-3.8,4.2,16.9,-5.6,21.6,0.8,3.7,-0.4,-18.7
O=C(CSc1nnnn1-c1ccccc1)c1ccc(O)cc1O,-14.6,0.3,8.9,-4.4,4.7,1.7,-1.5,2.0,-12.9
COc1ccccc1NS(=O)(=O)c1cc(NC(=S)NCC2CCCO2)ccc1C (stereo not given),-1.3,-4.5,3.7,-3.1,8.3,-0.5,0.2,6.9,9.3
COc1ccc(S(=O)(=O)N2CCC(C(=O)N3CCOCC3)CC2)cc1Cl,-6.6,-2.6,9.5,-6.5,-10.1,0.2,0.6,4.0,-0.6
Cc1cccc(NC(=O)c2nc[nH]c2C(=O)Nc2ccccc2[N+](=O)[O-])c1,7.7,-2.0,9.7,2.3,12.8,1.3,1.2,6.3,10.6
O=C(Nc1cccc(Cl)c1)N1CCN(C2c3ccccc3-c3ccccc32)CC1,-5.7,6.1,9.7,9.5,26.6,2.6,2.3,6.7,-6.0
COc1ccc(-c2noc(CCC(=O)Nc3cccnc3)n2)cc1OC,-1.7,-0.3,9.8,5.8,21.4,-0.2,-0.8,21.4,13.4
COc1ccc(-c2cc3nc4ccccc4n3c(N)c2C#N)cc1,-33.2,1.1,13.8,-4.5,-28.2,2.4,-8.7,-9.6,36.9
N#CC1=C(N)NC(SCC(=O)O)=C(C#N)C12CCCC2,-0.7,2.7,16.6,-5.2,35.3,0.1,0.5,-4.1,9.9
O=C1NC(=Nc2ccccc2)SC1Cc1ccccc1 (stereo not given),5.4,1.2,10.3,3.8,13.0,3.6,9.0,10.7,-0.8
O=C(c1cnccn1)N(Cc1cccs1)C1(C(=O)NC2CCCCC2)CCCCC1,-2.1,0.2,6.0,5.9,23.1,x,0.4,13.7,-3.8
Cc1ccc(-n2c(C)n[nH]c2=S)cc1,31.0,0.9,8.0,2.8,-34.3,0.6,1.0,6.9,-9.1
COc1ccc(Nc2nc(N)nc(CN3CCN(c4ccc(F)cc4)CC3)n2)cc1,-0.6,-1.2,7.0,-3.0,33.2,-1.3,1.3,4.6,8.3
Cc1ccc(-c2nnn(CC(=O)N(CCO)C(C(=O)NC(C)(C)C)c3ccncc3)n2)cc1 (stereo not given),-0.2,-0.4,4.3,-2.2,-13.2,-0.3,-3.8,12.0,-7.5
O=C(COC(=O)COc1ccc(Br)cc1)NCCC1=CCCCC1,0.0,1.7,2.0,5.5,23.4,0.8,1.5,4.8,16.0
Cc1ccc(/C(N)=N/OC(=O)c2ccc(Cl)cc2Cl)cc1,36.8,2.9,8.7,7.0,32.0,0.5,1.1,9.6,57.2*
CCc1ccc(OCC(=O)N(CC)CC)cc1,2.8,1.6,-0.4,-1.2,-11.2,0.8,0.6,6.6,11.6
CC1CCN(C2=C(NS(=O)(=O)c3ccccc3)C(=O)c3ccccc3C2=O)CC1,-12.6,-2.3,10.0,2.0,2.5,-1.1,-8.0,11.8,12.4
O=C(COc1ccc(Cl)cc1Cl)NCc1ccncc1,-1.8,-0.3,4.6,-7.2,12.4,-0.2,-3.0,-3.0,11.3
CCc1cccc2c(C(=O)COC(=O)c3ccc([N+](=O)[O-])s3)c[nH]c12,5.3,2.2,15.3,8.2,73.3*,1.4,0.0,6.5,-5.3

# Some of the compounds tested; the hit share may differ from the screen's.
